Screening data (PubChem)
Autophagy HCS: alters autophagy in cells; MEF GFP-LC3 puncta imaging; test concentration mostly 10 µM; calls only at 10 µM (by protocol); hit rate 0.98% among 190,000; AID 463193;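 active = percentage of spot-positive cells more than 3 SD above its plate mean, without a fluorescence outlier flag or 80% toxicity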;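 also: spot-positive cell cutoff set from DMSO-treated cells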
bCat nuc transl: alters nuclear translocation of beta-catenin in HeLa cells. immunofluorescence imaging. hit rate 0.3% among 190,000. nuclear translocation activity, % at 5 µM;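 active = nuclear translocation activity above 50% at 5 µM, with a well cell count of 50 or more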;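 also: per-cell ratio of nuclear to cytoplasmic median beta-catenin stain intensity; plate controls were DMSO negative control for no effect and GSK-3 inhibitor IX positive control for full effect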
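Read-out: Nuclear/cytoplasmic beta-catenin signal ratio, % activation | Assay system: Human HeLa cell line | Times: 24 h compound exposure at 37°C, 5% CO2 | Signal: Fluorescence imaging of beta-catenin antibody stain plus DAPI | Dosing: 5 µM primary, 0.02–20 µM confirmation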
XIAP antagonists: XIAP antagonists, biochemical, IAP family, fluorescence polarization (AID 1018) | displacement, % at 20 µM, or IC50 in µM where a hit was titrated | hit rate 0.007% among 200,000 | XIAP BIR domain, fluorescence polarization peptide displacement; higher % means a stronger effect; in the data active = displacement above about 50%; also: a part of the inactive calls stands beside numbers as strong as those of hits
CSM14.1 death rescue: protection against thapsigargin-triggered cell killing – 384-well, CSM14.1, ATP luminescence, primary screen (AID 1222). cellular ATP content (survival), % at 20 µM, or EC50 in µM where a hit was titrated. CSM14.1 thapsigargin-induced death rescue, ATP luminescence; higher % means a stronger effect. 190,000 tested, under 10 active;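 active = EC50 below 50 µM in the dose-response confirmation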;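 also: death triggered by thapsigargin at about 15 µM added after 2 h compound pretreatment; cell ATP read after overnight thapsigargin exposure of roughly 18 to 22 hours; normalized against plate controls of thapsigargin alone and 5% DMSO vehicle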
Insulin prom up: MIN6 insulin promoter up-regulation; MIN6 insulin promoter-GFP reporter, high-content imaging; active compounds read high; z-score at 5 µM; hit rate 0.3% among 190,000;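 active = z-score above 3 at 5 µM with at least 500 cells counted in the well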
Lipid droplet: modulators of hepatic lipid droplet formation. AML12 mouse hepatocytes, oleate lipid droplets, BODIPY imaging. inhibition, % at 6.5 µM. hit rate 0.4% among 240,000;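 active = lipid droplet intensity inhibited by at least 50%, with more than 500 cells counted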
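Material – mouse AML12 hepatocyte cell line, fixed after treatment · Compound dosing – one dose, 6.5 µM compound · Times – compound with oleate, overnight · Measured by – Image-based BODIPY and DAPI two-channel analysis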
MT stabilize HCS: microtubule stabilizers in HeLa cells; AID 2205; % tubulin-high responders, % at 10 µM; hit rate 0.83% among 200,000; HeLa tubulin immunostaining HCS, 24 h; share of cells brighter than vehicle mean+2SD;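 active = plate Z-score above 3 for both tubulin-high and condensed-nucleus cell shares, with cell loss under 80%, at 10 µM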;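 also: anti alpha tubulin signal scored within the nucleus-defined area of each cell; some results filed as inactive read as strong as hits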
WT yeast gro inh: growth inhibition of WT yeast, mitochondrial fusion screen. mitochondrial fusion phenotypic screen, WT strain. inhibition, % at 10 µM. hit rate 2.1% among 190,000. AID 1362; in the data active = inhibition above about 58%; tested in S. cerevisiae
Dynein transport: dynein cargo transport inhibition; 3617.4 mouse cells, GR-EGFP nuclear translocation imaging; test concentration mostly 20 µM; stimulated with dexamethasone, 1 µM; active compounds read low; AID 1381; hit rate 0.47% among 220,000; z-score, hits read low;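 active = plate z-score of nuclear minus cytoplasmic receptor signal below a set negative limit, without overly bright fluorescence or cell loss, cut at about -3.5 in these data, passing the limit was not always enough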;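 also: z-score of nuclear minus cytoplasmic ring GR-EGFP intensity difference per well; some compounds called inactive have numbers as strong as hits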
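medium = tetracycline-free induction medium containing charcoal-stripped FBS | probe or stimulus = dexamethasone, 1.0 µM final | timing = 48 h induction, then 1 h compound, then 30 min agonist, 37 °C | detection = automated 10x imaging of fixed Hoechst-stained cells | read-out basis = nuclear versus cytoplasmic GR-EGFP signal, averaged per well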
WT yeast gro inh mutant strain: recorded beside WT yeast gro inh, whose call it bears; inhibition, %; mitochondrial fusion phenotypic screen, mutant strain inhibition
Dynein transport cytoplasmic EGFP: also measured in Dynein transport; calls as there; z-score; measured here: cytoplasmic GR-EGFP intensity; active compounds read high
Dynein transport nuclear GR-EGFP: recorded beside Dynein transport, whose call it bears; z-score; measured here: nuclear GR-EGFP intensity;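 lower value marks the stronger effect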
Dynein transport cell count: further read-out of Dynein transport, marked with its call; z-score; measured here: cell count per field
Insulin prom up cell count: second read-out of Insulin prom up, no call of its own (marks repeat the call); cell count; measured here: cytotoxicity, nuclei count;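 total cells summed across four imaged fields per well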
Lipid droplet cells 6.5 µM: recorded beside Lipid droplet, whose call it bears; cell count; measured here: cell count, cytotoxicity flag;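 cells counted across two imaged fields per well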
bCat nuc transl cell count 5 µM: second read-out of bCat nuc transl, no call of its own (marks repeat the call); cell count; measured here: cell count, cytotoxicity flag
MT stabilize HCS Hoechst-high %: second read-out of MT stabilize HCS, no call of its own (marks repeat the call); % Hoechst-high responders; measured here: nuclear condensation Hoechst responders;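 share of cells brighter than vehicle mean plus two SD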
MT stabilize HCS cytotoxicity %: also measured in MT stabilize HCS; calls as there; toxicity, %; measured here: cytotoxicity by cell density;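 0% = mean cell density of plate MIN control wells and 100% = no cells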
Autophagy HCS cell loss 18 h: recorded beside Autophagy HCS, whose call it bears; toxicity, %; measured here: cell loss, nuclei count;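 cell loss after 18 h compound exposure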
An asterisk follows results filed as active; i = inactive; · = no result given.

SMILES | Autophagy HCS | Autophagy HCS cell loss 18 h | bCat nuc transl | bCat nuc transl cell count 5 µM | XIAP antagonists | CSM14.1 death rescue | Insulin prom up | Insulin prom up cell count | Lipid droplet | Lipid droplet cells 6.5 µM | MT stabilize HCS | MT stabilize HCS Hoechst-high % | MT stabilize HCS cytotoxicity % | WT yeast gro inh | WT yeast gro inh mutant strain | Dynein transport | Dynein transport cytoplasmic EGFP | Dynein transport nuclear GR-EGFP | Dynein transport cell count
O=C(CN1C(=O)COc2ccccc21)c1ccc(Cl)cc1 | i | 0.8 | 1.4 | 1142 | -6.0% | -0.9% | 0.69 | 1197 | · | · | 4.3 | 3.6 | 7.9 | 19.4 | 19.6 | -0.517 | -0.172 | 0.0661 | 0.29
c1ccc(NCn2cncn2)nc1 | i | 5.6 | · | · | -5.2% | -1.1% | · | · | 7.0 | 766 | 1.0 | 1.4 | 8.9 | -8.5 | 4.3 | -0.0763 | -0.0495 | 0.181 | 0.433
COc1ccc(C)cc1NC(=O)C(C)N(c1ccc(C)cc1)S(C)(=O)=O (stereo not drawn) | i | 7.7 | 4.2 | 1385 | -4.5% | 0.2% | -0.37 | 1459 | · | · | 3.8 | 1.2 | 2.4 | 18.6 | 3.8 | 2.72 | 0.0662 | 1.37 | -2.08
O=C(COC(=O)c1cc(-c2cccs2)nn1-c1ccccc1)Nc1cc([N+](=O)[O-])ccc1Cl | i | 44.6 | 0.0 | 904 | -7.1% | 0.0% | 0.3 | 1153 | -12.9 | 650 | 5.9 | 3.1 | 4.1 | 7.3 | 5.4 | 0.814 | -0.275 | 0.207 | 0.144
COc1ccccc1CNC(=O)COC(=O)Cn1cnc2ccccc21 | i | 4.1 | 2.1 | 1043 | -7.9% | -2.4% | 0.06 | 1213 | 4.7 | 713 | 6.4 | 1.2 | 10.9 | -8.3 | -6.8 | 0.849 | -0.363 | 0.339 | -0.0885
CCCc1nnc(NC(=O)CCC(=O)Nc2ccc(F)cc2)s1 | i | -1.0 | -1.5 | 974 | -1.4% | -3.3% | · | · | · | · | 5.5 | 3.4 | 5.4 | -23.4 | -11.0 | -0.623 | -0.294 | -0.916 | 0.0401
CC(CCc1ccccc1)NC(=O)CSc1nccc(=O)[nH]1 (stereo not drawn) | i | -9.2 | · | · | -5.0% | -0.4% | · | · | · | · | 2.5 | 2.2 | 0.8 | 7.5 | -0.4 | 2.05 | 0.211 | 1.57 | -0.746
O=C(COc1ccc(S(=O)(=O)NC2CCCCC2)cc1)N1CCN(c2ccc(F)cc2)CC1 | i | 3.2 | -1.6 | 1091 | 3.5% | -1.1% | 0.47 | 912 | · | · | 4.0 | 3.4 | 9.1 | 8.8 | 12.5 | -0.851 | -0.209 | -0.382 | 0.241
CC1CC(NC(=O)CCn2c(=O)oc3ccccc32)CC(C)(C)C1 (stereo not drawn) | i | 1.6 | 0.7 | 977 | -0.5% | -1.7% | -0.94 | 1431 | 3.0 | 662 | 3.0 | 2.6 | 5.9 | 2.5 | 2.4 | -0.646 | -0.14 | 0.000217 | 0.744
COc1ccc(OC)c(Nc2nc(N)nc(CSc3nnc(-c4ccncc4)o3)n2)c1 | i | -5.4 | -3.6 | 1102 | -3.6% | 2.2% | 0.47 | 804 | -1.1 | 773 | 1.8 | 1.0 | 6.5 | -11.9 | 12.5 | 0.212 | -0.141 | 0.756 | 1.16
COc1cc(OC)c(OC)cc1CN1CCC(O)CC1 | · | · | -1.4 | 1326 | · | · | 0.43 | 1023 | 18.1 | 633 | · | · | · | · | · | 0.101 | -0.228 | -0.0259 | 0.883
COc1ccc(N(C(=O)CNC(=O)c2cccs2)C(C(=O)NC2CCCC2)c2cccnc2)cc1 (stereo not drawn) | i | -0.2 | -0.4 | 988 | -0.1% | 0.9% | 0.09 | 1431 | 1.7 | 695 | 4.6 | 1.5 | 2.1 | -8.1 | 1.7 | -0.5 | -0.373 | -0.13 | 0.832
COc1ccc(N2CCCCn3c2nc2c3c(=O)[nH]c(=O)n2C)cc1 | i | -42.3 | · | · | -3.7% | -1.6% | -1.17 | 1195 | -8.4 | 705 | 5.3 | 2.6 | 10.5 | -8.7 | -9.0 | -0.349 | -0.145 | 0.239 | 0.756
NC(=O)c1ccc(N2CCN(c3ncc(C(F)(F)F)cc3Cl)CC2)cc1 | · | · | -0.8 | 1377 | · | · | 0.31 | 890 | 9.5 | 692 | · | · | · | · | · | 3.24 | 0.0109 | 2.76 | -3.14
COc1ccc(-c2nnc(SCC(=O)Nc3ccccc3)n2C)cc1 | i | -0.1 | -4.9 | 957 | -19.0% | -0.5% | 0.13 | 1247 | · | · | 3.5 | 2.2 | 7.8 | 1.1 | -2.3 | -1.55 | -0.298 | -0.644 | 0.137
O=[N+]([O-])c1ccccc1S(=O)(=O)NCc1ccc(F)cc1 | i | -22.1 | 0.1 | 1555 | -6.3% | 0.9% | 0.25 | 1405 | -18.8 | 648 | 4.3 | 2.2 | 6.9 | -2.3 | -0.5 | -0.693 | -0.183 | -0.224 | 0.579
CCN(c1ccccc1)S(=O)(=O)c1ccc(Cl)c(NC(=O)CN2C(=O)NC3(CCCC3)C2=O)c1 | · | · | 0.3 | 1303 | · | · | 0.12 | 858 | 26.3 | 657 | · | · | · | · | · | -1 | -0.684 | -0.755 | 0.508
CCOC(=O)c1c(C(=O)OCC)c(C)n(Cc2cc(OC)c(OC)c(OC)c2)c1C | i | 9.9 | 0.1 | 544 | -5.3% | -3.9% | -0.03 | 1226 | -5.4 | 657 | 2.7 | 1.6 | 9.7 | -13.9 | -4.2 | -0.17 | -0.291 | 0.429 | 0.403
CC1(C)CC(=O)C=C(NCC2CCCO2)C1 (stereo not drawn) | i | -2.9 | -5.0 | 930 | -5.5% | 0.4% | · | · | · | · | 2.1 | 3.3 | 9.1 | -5.7 | -7.9 | 0.189 | -0.174 | 0.265 | -0.0373
Brc1ccc(OCc2nnnn2-c2ccccc2)cc1 | i | 4.8 | 1.0 | 1055 | -7.5% | -2.1% | -0.55 | 1113 | 6.9 | 759 | 2.8 | 2.0 | 9.0 | 16.8 | 32.1 | -0.505 | 0.129 | -0.348 | 0.953
Nc1nc(NCc2ccco2)nc(Nc2ccc(F)cc2)c1[N+](=O)[O-] | · | · | 1.7 | 1309 | · | · | -1.49 | 985 | -8.2 | 717 | · | · | · | · | · | 0.194 | -0.26 | 0.538 | 0.605
CCCn1c(=O)c(Br)cn(-c2ccccc2C)c1=O | · | · | 1.4 | 1318 | · | · | -0.1 | 1127 | 12.5 | 722 | · | · | · | · | · | 0.11 | -0.223 | 0.461 | 0.964
Cc1cccc(C)c1NC(=S)NC(C)(C)CO | · | · | 0.0 | 1319 | · | · | 0.2 | 1022 | 32.1 | 706 | · | · | · | · | · | 1.02 | -0.162 | 1.2 | -0.733
CN(C)c1oc(-c2ccc(OCc3ccc(Cl)cc3)cc2)nc1C#N | i | -2.7 | -0.2 | 1077 | -18.3% | 1.2% | 0.59 | 899 | 4.4 | 724 | 1.9 | 1.2 | 3.6 | 11.4 | 11.9 | -0.766 | -0.175 | -0.367 | 1.47
COc1ccc(CNC(=O)/C=C/c2ccc(OCCCF)cc2)cc1 | i | -36.0 | · | · | -6.3% | 2.8% | · | · | · | · | 2.5 | 1.9 | 7.1 | 9.6 | 4.9 | 0.744 | -0.235 | -0.408 | 0.414
Remaining list, next part.
SMILES | Autophagy HCS | Autophagy HCS cell loss 18 h | bCat nuc transl | bCat nuc transl cell count 5 µM | XIAP antagonists | CSM14.1 death rescue | Insulin prom up | Insulin prom up cell count | Lipid droplet | Lipid droplet cells 6.5 µM | MT stabilize HCS | MT stabilize HCS Hoechst-high % | MT stabilize HCS cytotoxicity % | WT yeast gro inh | WT yeast gro inh mutant strain | Dynein transport | Dynein transport cytoplasmic EGFP | Dynein transport nuclear GR-EGFP | Dynein transport cell count
CCOc1ccc(/C=N/NC(=O)Cn2ccnc2C)cc1 | · | · | 1.0 | 1248 | · | · | -0.67 | 928 | 11.4 | 738 | · | · | · | · | · | -0.00555 | -0.251 | -0.0305 | 0.255
Cc1ccc(-c2cnc(NC(=O)CCC(=O)N3CCCCC3)n2C)cc1 | i | 12.8 | -1.1 | 1409 | 1.0% | -0.9% | -0.26 | 1607 | · | · | 3.3 | 1.6 | 0.3 | -1.3 | 6.5 | -0.332 | -0.267 | -0.242 | -0.428
Cc1ccc(NC(=O)C2CCCN(S(=O)(=O)c3cnc[nH]3)C2)cc1F (stereo not drawn) | · | · | -1.2 | 1121 | -2.6% | -0.7% | -0.34 | 1744 | -14.6 | 660 | 4.2 | 2.2 | 4.5 | -0.8 | 13.1 | -0.295 | -0.251 | -0.0777 | 0.426
COC(=O)C(C#N)c1nc2ccccc2nc1N1CCCC1 (stereo not drawn) | i | 1.2 | 1.0 | 1068 | -17.5% | 0.2% | 1 | 853 | -7.2 | 792 | 4.7 | 1.9 | 11.8 | 14.1 | 8.4 | 0.471 | 0.0223 | 1.01 | -1.13
COc1ccc(Br)cc1C(=O)Nc1ccc(C(=O)NCC(C)C)cc1 | i | 14.5 | -1.5 | 984 | -4.9% | -1.1% | 0.25 | 1519 | -3.3 | 715 | 6.6 | 2.9 | 0.1 | -0.8 | 9.5 | 0.125 | -0.0187 | -0.105 | 0.399
CCOC(=O)C(=Cc1ccc(Br)cc1)C(=O)OCC | · | · | 0.3 | 1090 | · | · | -1.34 | 1200 | -5.7 | 680 | · | · | · | · | · | -2.4 | 3.69 | -0.574 | -3.34

Compounds as they come; overall some 4% were active at least once.
